GAA spleen mod – lysosomal alpha-glucosidase (human) modulation | P10253 | human spleen homogenate, 4-MU-alpha-glucoside fluorescence | Potency, µM (series often up to 79.9 µM), for the others: at the top dose activity change, negative = inhibition, usual class: inhibitors | 0.006% of 240,000 active | AID 2112;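 also: 0% = enzyme with vehicle and -100% = no enzyme basal signal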
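AC50 values come from Hill-equation fits of concentration-response data, normalized to no-enzyme and full-activity controls. Enzyme source: 1 ug human spleen homogenate; 1 mM fluorogenic 4-MU glucoside, pH 5.0 citrate buffer, 37 C, 40 min.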
Tau fluor counter – counter-screen for tau fibril formation inhibitors | tau K18 P301L (four-repeat tau fragment) Alexa594 fluorescence, heparin fibrillization | 0.93% of 280,000 active | AID 1463 | Potency, µM (doses to about 57.7 µM), for inactives: at the highest dose activity change, negative = decrease; also: % is scaled to controls: 0 for no effect and ±100 for the full control effect; nearly all actives have a fitted effect of over 55% in size
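Human K18 P301L tau (15 uM unlabeled plus 0.24 uM Alexa 594-labeled, final) in 100 mM sodium acetate pH 7 was mixed with compound and 20 uM heparin and incubated 6 hr at 37 C.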
GAA glycogen mod – GAA glycogen-cleavage inhibition or activation; P10253; recombinant GAA, glycogen substrate, Amplex Red glucose oxidase fluorescence; Potency, µM (highest dose often 76.4 µM), inactives show at the highest dose activity change, negative = inhibition, most hits filed as inhibitors; 0.38% of 300,000 active; AID 2100;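 also: 0% = full enzyme reaction and -100% = no-enzyme basal signal; the screen sought inhibitors and activators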
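Recombinant human enzyme (4 nM); glycogen substrate; 37 C, 40 min, pH 5.0. Readout: coupled glucose oxidase/Amplex Red fluorescence.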
GAA inh – blocks human lysosomal alpha-glucosidase | P10253 | purified human GAA, 4-MU-alpha-glucoside fluorescence | Potency, µM (highest dose often 76.9 µM), for inactives: top-dose activity change, negative = inhibition, usual class: inhibitors | 0.005% of 200,000 active | AID 1466;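 also: plate controls were uninhibited enzyme wells for no effect and no-enzyme background for full effect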
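Fluorescence at Ex 365/Em 440 nm from 4-methylumbelliferone reported enzyme activity after 20 min at room temperature. Reactions used 4 nM enzyme and 400 uM substrate at pH 5.0; curves fitted with the Hill equation.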
Epigenetic reg – regulators of epigenetic silencing causing reporter derepression in mouse cells; murine LDR cells, GFP reporter derepression, 30 h; Potency, µM (titrated, usually from 53.9 µM), without a hit: top-dose GFP activation, most hits filed as activators; 0.2% of 280,000 active; also: % of control where 0% means no effect; nearly all actives have a fitted effect of over 60% in size
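Murine LDR cells bearing a silenced CMV-driven GFP reporter were exposed to compound for 30 h at 37 C. After PBS washes, GFP-positive cells (20-120 um objects) counted by laser-scanning microplate cytometry.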
ALDH1A1 block – ALDH1A1 (human) enzyme inhibition; P00352; Purified ALDH1A1, NADH fluorescence, propionaldehyde substrate; Potency, µM (highest dose often 75.3 µM), for the others: at the top dose activity, negative = inhibition, hits mostly inhibitors; 7.3% of 220,000 active; active = well fitted inhibition curve with a large enough effect, not every such curve was filed as active; inconclusive = small, poorly fitted or top-dose-only effect, or another doubt; inactive = no such curve, though single readings can be large or run the other way;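 also: plate controls were no enzyme wells and a reference inhibitor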
GLA spleen mod – inhibits or activates alpha-galactosidase in human spleen homogenate | P06280 | human spleen homogenate, 4MU-alpha-Gal fluorescence, 40 min | Potency, µM (top dose mostly 80 µM), for inactives: at the top dose activity change, negative = inhibition, usual class: inhibitors | 0.008% of 240,000 active;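 also: 0% = enzyme with vehicle and -100% = no enzyme basal signal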
Target sequence (P06280 32-429 limits assumed): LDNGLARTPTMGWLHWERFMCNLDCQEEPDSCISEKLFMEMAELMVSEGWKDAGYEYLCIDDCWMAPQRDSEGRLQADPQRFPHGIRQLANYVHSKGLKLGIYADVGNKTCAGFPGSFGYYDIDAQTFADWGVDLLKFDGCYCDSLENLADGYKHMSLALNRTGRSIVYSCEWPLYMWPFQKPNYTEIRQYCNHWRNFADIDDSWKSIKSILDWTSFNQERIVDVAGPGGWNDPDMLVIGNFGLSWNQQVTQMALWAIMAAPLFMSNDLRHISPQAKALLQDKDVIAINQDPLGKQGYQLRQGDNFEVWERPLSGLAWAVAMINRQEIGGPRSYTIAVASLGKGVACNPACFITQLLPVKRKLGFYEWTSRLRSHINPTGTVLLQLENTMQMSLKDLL
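Fluorogenic readout (Ex 365/Em 440 nm) of 4-methylumbelliferone released from 1 mM 4-MU-alpha-galactoside by spleen homogenate, 40 min at 37C, pH 5.0. Data normalized to no-enzyme and enzyme controls; Hill-equation AC50 from compound titrations.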
NPSR antagonist – blocks cAMP signaling of the human neuropeptide S receptor; Q6W5P4; CHO-NPSR cells, cAMP TR-FRET, antagonist mode; Potency, µM (doses to about 38.3 µM), inactives show at the highest dose activity change, negative = inhibition, actives largely listed as inhibitors; 1% of 220,000 active; also: % is scaled to controls: 0 for no effect and ±100 for the full control effect; nearly all actives have a fitted effect of over 50% in size; many of its hits are not listed in these tables
Target sequence (Q6W5P4 whole entry, looked up): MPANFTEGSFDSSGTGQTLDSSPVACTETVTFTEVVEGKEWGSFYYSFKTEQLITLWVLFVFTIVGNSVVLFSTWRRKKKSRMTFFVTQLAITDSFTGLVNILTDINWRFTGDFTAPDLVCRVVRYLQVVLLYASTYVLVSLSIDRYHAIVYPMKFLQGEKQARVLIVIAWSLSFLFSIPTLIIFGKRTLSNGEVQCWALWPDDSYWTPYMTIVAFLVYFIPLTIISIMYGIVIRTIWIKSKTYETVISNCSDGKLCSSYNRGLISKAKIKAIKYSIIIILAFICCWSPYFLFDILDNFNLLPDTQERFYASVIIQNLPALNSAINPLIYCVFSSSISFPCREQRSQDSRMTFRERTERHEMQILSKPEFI
Active calls of the source: *; ? = inconclusive; · = no result given; & = joins results of further samples; [ ] = another dose, or the depositor's remark. Unless noted, calls follow the shape of the dose curve; as a rule, active = well fitted curve in the direction sought with a large enough effect; inconclusive = small, poorly fitted or top-dose-only effect, or another doubt; inactive = no such curve, though single readings can be large; an effect the other way counts as inactive or inconclusive. Potency is read from the fitted curve at half-maximal effect. These rows are one share of the data, so the mix of outcomes need not match the whole.

Second line of a record – GAA spleen mod	Tau fluor counter	GAA glycogen mod	GAA inh	Epigenetic reg	ALDH1A1 block	GLA spleen mod	NPSR antagonist
(1) CCC(C(N)=O)c1ccccc1 (stereo unspecified)
    -3%	-1%	·	·	-1.3%	9%	-1%	·
(2) O=C(Nc1nnc(SCc2ccc(F)cc2)s1)c1ccccn1
    8%	-27%	3%	-1%	2.9%	-2%	9%	-34%
(3) O=C(CSCc1ccccc1F)NCc1ccccc1
    -6%	-4%	-12%	-7%	-5.1%	?	4%	4%
(4) Cc1nn2c(nc(N3CCCCC3)c3ccccc32)c1C=O
    6%	12%	-10%	-1%	-1.8%	-6%	3%	-6%
(5) O=C(O)c1ccc(C[n+]2c(-c3ccccc3)csc2Nc2ccccc2)cc1
    -5%	-17%	6%	-3%	1.0%	-14%	-1%	-58%
(6) CCOc1ccc(N2C(=O)C3ON(C)C(c4ccc([N+](=O)[O-])cc4)C3C2=O)cc1 (stereo unspecified)
    1%	1%	-12%	·	-2.2%	·	3%	9%
(7) COC(=O)C1=C(C)N(Cc2ccccc2)C2=C(C(C)=O)C[C@@](O)(C(=O)OC)C(=O)N2C1c1ccccc1 (stereo partly specified)
    -9%&2%[17.4 µM]	-7%&-4%[11.6 µM]	·	·	-0.8%&1.1%[10.1 µM]	-6%&13%[13.5 µM]	2%&-1%[17.5 µM]	·
(8) C/C(=N\Nc1ccc(S(=O)(=O)Nc2ccc(Cl)cc2)cc1[N+](=O)[O-])c1ccc(N2CCOCC2)cc1
    4%	?	-3%	-8%	1.1%	0%	5%	-2%
(9) CCc1ccccc1NC(=O)C1C(c2ccccc2)C1(Cl)Cl (stereo unspecified)
    -9%	-7%	-8%	-7%	-1.1%	2%	-3%	-20%[46.1 µM]
(10) COc1ccc(CCNC(=O)C2CCN(c3nccc(C)n3)CC2)cc1
    4%	-1%	-12%	7%	-1.6%	?	3%	4%
(11) COC(=O)C(C)n1cnc2c(cnn2-c2ccc(Cl)cc2)c1=O (stereo unspecified)
    -13%	-3%	1%	3%	-0.8%	-6%	2%	0%[46.1 µM]
(12) O=C1C(Cc2ccccc2)C(c2ccccc2)N1c1ccccc1 (stereo unspecified)
    -11%	-9%	-3%	3%	-2.4%	-9%	-7%	?
(13) Cc1cc(C)c2cc(C=O)c(Cl)nc2c1
    -2%	-5%	8%	5%	0.5%	?	4%	43%
(14) COc1ccc(NC(=O)N(Cc2ccc(C)cc2)Cc2cccnc2)c(OC)c1
    0%	-7%	12%	?	-0.4%	-5%	-3%	-12%[46.1 µM]
(15) Cc1onc(NC(=O)CSCC(=O)O)c1Br
    8%	23%	-1%	2%	0.0%	-6%	4%	-24%
(16) COc1ccc(CNC(=S)Nc2ccc3nc(N4CCN(C)CC4)cc(C)c3c2)cc1
    2%	?	-16%	-3%	-2.7%	?	10%	-16%
(17) O=C(CCl)Nc1ccccc1C(=O)NCc1ccccc1
    -17%	0%	2%	-6%	3.6%	-4%	5%	-8%
(18) COc1ccc(NC(=O)C2CCCN2C(=O)NCc2ccccc2)cc1OC (stereo unspecified)
    4%	0%	5%	2%	2.3%	17%	8%	-1%[46.1 µM]
(19) CCOC(=O)c1c(NC(=O)CSc2nnnn2-c2ccc3c(c2)OCCO3)sc(C)c1C
    -7%	-26%	-2%	-16%	-1.9%	?	-8%	-3%[46.1 µM]
(20) COc1cc(/C=C2/SC(=S)N(CC(=O)Nc3cccnc3)C2=O)cc(OC)c1OC
    0%	?	-5%	-5%	-1.1%	-9%	2%	3%
(21) CCCCn1c(O)c(/C=C/C=C/C=Nc2ccccc2)sc1=S
    ·	-26%	?	-5%	0.6%	18µM*	3%	-46%
(22) S=C1N(c2ccccc2)C(c2ccc(Br)cc2)N2CCCN12 (stereo unspecified)
    -2%	?	-22%	-4%	1.1%	-6%	6%	?
(23) O=c1[nH]nc(-c2ccc(F)cc2)cc1Cc1cccs1
    2%	-4%	0%	·	-7.1%	·	7%	-9%
(24) COc1ccccc1C(=O)N/N=C(\C)c1ccc(NC(=O)C2CC2)cc1
    -4%	19%	6%	8%	0.0%	-9%	-6%	3%
(25) O=C(COc1ccc(F)cc1)Nc1nnc(-c2ccncc2)s1
    1%	2%	1%	2%	0.0%	?	2%	-8%[46.1 µM]
(26) O=C(CSc1nnc(Cc2ccccc2)o1)NC1CCCCC1
    -6%	-11%	-8%	-13%	7.0%	-13%	0%	-13%[46.1 µM]
(27) Cc1ccc(/C=N/N2C(=O)C3C(C2=O)C2C=CC3C23CC3)o1 (stereo unspecified)
    -5%	-1%	4%	6%	-1.1%	?	-9%	17%[46.1 µM]
(28) NC(=NC(=O)c1ccc(OC(F)(F)F)cc1)c1ccc(C(F)(F)F)cn1
    5%	-18%	-2%	·	1.4%	·	9%	0%[7.67 µM]
(29) COc1cc2c(cc1OC)C1Cc3ccc(OC)c(OC)c3C[N+]1([O-])CC2 (stereo unspecified)
    3%	10%	8%	·	1.3%	·	15%	26%
(30) O=S(=O)(/N=C(\Nc1ccc(F)cc1)C(F)(F)F)c1ccccc1
    1%	-8%	-6%	0%	2.5%	-3%	-6%	1%[46.1 µM]
(31) O=C(O)c1cn(Cc2cccnc2)c(=O)c2ccccc12
    ·	0%	7%	-2%	-0.1%	-15%	4%	9%
(32) Cc1cc(C)nc(SCc2nc3ccccc3n2C)n1
    0%	-5%	5%	-2%	-1.0%	-2%	7%	-5%[46.1 µM]
(33) Nc1nnc(CC(=O)N/N=C/c2ccc(-c3ccccc3Cl)o2)s1
    -1%	-25%	-3%	1%	0.0%	8%	4%	20%[46.1 µM]
(34) Cn1cnc(S(=O)(=O)Nc2ccccc2N2CCOCC2)c1
    -3%	4%	-1%	?	-1.3%	6%	-4%	-10%
(35) COC(=O)[C@@]1(Cc2ccc(OC)cc2)[C@@H]2C(=CC(=O)[C@H]2CC(=O)C(=O)N(C)C)CN1C(=O)c1ccccc1
    -4%&5%	-12%&-12%	-9%	-6%	-0.4%&6.7%	5%	3%&0%	-40%
(36) COc1ccc(Br)cc1CN1CCN(C(=O)c2ccc(OC)c(OC)c2)CC1
    -1%	-11%	16%	10%	-0.5%	?	-1%	18%
(37) COc1cc(/C=N/Nc2ccccc2C(F)(F)F)ccc1O
    ?	?	35µM*	-5%	-0.6%	?	-14%	12%
(38) CC/C(CC(=O)C(F)(F)F)=N\NC(=O)/C(C#N)=C/N(C)C
    -13%	-6%	-17%	13%	-0.6%	2%	-4%	-17%
(39) c1ccc(Sc2nc(N3CCCCC3)nc(N3CCCCC3)n2)nc1
    0%	-5%	-10%	-17%	-3.3%	?	2%	?
(40) C/C(CC1CC(C)(C)OC1=O)=N/Nc1nc(-c2ccccc2)cs1 (stereo unspecified)
    -3%	?	-25%	4%	0.0%	7.9µM*	2%	-1%
(41) O=C(NC1CCCc2ccccc21)C1CCN(c2c3c(nc4ncnn24)CCC3)CC1 (stereo unspecified)
    -5%	18%	-6%	3%	1.8%	12%	6%	-19%[46.1 µM]
(42) COC(=O)N/N=C(\C)c1ccccc1OC(F)F
    -17%	0%	-2%	-1%	0.2%	0%	-19%	11%
(43) O=C(CCN1C(=O)C2C3C=CC(C3)C2C1=O)NCC1CCCO1 (stereo unspecified)
    2%	-2%	0%	4%	0.9%	1%	6%	-6%[46.1 µM]
(44) CCCn1c(-c2cccs2)nc2nc3ccccc3nc21
    ?	-10%	-2%	?	-1.2%	?	?	-14%[46.1 µM]
(45) Cn1cc(C(=O)N2CCN(c3ccccn3)CC2)c(=O)c2cc(S(=O)(=O)N3CCOCC3)ccc21
    -14%	-7%	0%	2%	1.0%	5%	-29%	1%[46.1 µM]
(46) CCCOC(=O)c1ccc(NC(=O)CC(C)(C)C)cc1
    0%	5%[2.34 µM]	-2%	-3%	1.0%	-9%	-8%	1%
(47) Cc1ccc(NC(=O)CSC2=C(C#N)C(c3ccco3)C3=C(CCCC3=O)N2)cc1 (stereo unspecified)
    -2%	-27%	-14%	?	-3.3%	?	-5%	?
(48) CCCS(=O)(=O)N1CCCC(C(=O)NCCN(CC)CC)C1 (stereo unspecified)
    -7%	1%	0%	-9%	-0.3%	5%	2%	0%[46.1 µM]
(49) CCc1c(O)nc(SCC(=O)Nc2ccccc2OC)[nH]c1=O
    6%	-3%	-19%	6%	-1.0%	-1%	14%	-4%[46.1 µM]
(50) CCc1ccc(CNCc2cccnc2)cc1
    3%	-4%	-3%	0%	-0.8%	?	-1%	?

Three entries out of the list above, ordered by the value under ALDH1A1 block, descending.
item | Compound | ALDH1A1 block
41 | O=C(NC1CCCc2ccccc21)C1CCN(c2c3c(nc4ncnn24)CCC3)CC1 (stereo unspecified) | 12%
9 | CCc1ccccc1NC(=O)C1C(c2ccccc2)C1(Cl)Cl (stereo unspecified) | 2%
15 | Cc1onc(NC(=O)CSCC(=O)O)c1Br | -6%

More entries follow:
Second line of a record – GAA spleen mod	Tau fluor counter	GAA glycogen mod	GAA inh	Epigenetic reg	ALDH1A1 block	GLA spleen mod	NPSR antagonist
(51) O=C(O)C/C(=C\c1ccc(N2CCOCC2)c([N+](=O)[O-])c1)c1nc2ccccc2s1
    -1%	-13%	1%	·	-0.3%	·	6%	4%[7.67 µM]
(52) CCN(c1ccc(NS(=O)(=O)c2cc(Cl)ccc2Cl)cc1)C(C)C
    -2%	?	-12%	-5%	5.7%	?	-12%	-53%
(53) CCc1ccc(-n2nc3ccc(NC(=O)c4ccc5c(c4)OCO5)cc3n2)cc1
    -3%	-19%	5%	7%	-4.4%	-4%	-10%	-16%[46.1 µM]
(54) Cc1cccc(NC(=S)N(CCN2CCOCC2)Cc2ccccc2F)c1
    ·	-18%	5%	5%	-0.7%	-16%	2%	-24%
(55) CCc1ccc(OCCCC(=O)Nc2nccs2)cc1
    0%	-7%	4%	7%	2.2%	-11%	0%	-13%
(56) CC(C)N=c1scc(-c2ccco2)n1/N=C/c1ccc(O)c(O)c1
    -2%	14µM*[quencher]	7.1µM*	-13%	0.0%	-4%	-9%	24%[46.1 µM]
